TIM10 inh: growth inhibitors of TIM10 yeast strain; actives 1.4% (n = 330,000); inhibition, % at 10 µM; AID 463195; S. cerevisiae TIM10 strain growth, BacTiter-Glo luminescence, 24 h;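 active means inhibition of 40% or more at the single tested concentration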;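 further: wild-type TIM10 isogenic control strain grown at permissive 25 °C; 0% = DMSO yeast wells and 100% = minimal medium wells without yeast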
UPR XBP1 act: adaptive UPR (XBP1) activation. CHO-XBP1 luciferase reporter, IRE1-XBP1 UPR activation, luminescence; percent of tunicamycin response, DMSO as zero. activation, % at 20 µM. actives 0.33% (n = 330,000). AID 463104;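 active means versus positive control, 20 µM dose yields 30% or more activation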;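 further: 100% = tunicamycin at 10 µg/mL and 0% = DMSO only wells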
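Test system: CHO-XBP1 luciferase reporter cells | Buffer or medium: Serum-containing F12 medium, 10% FBS | Schedule: 6 h compound exposure at 37 °C, 5% CO2 | Detection: Steady-Glo luciferase glow luminescence, 10 min after reagent addition | Read-out basis: Activation, % of tunicamycin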
tim23-1 inh: inhibits growth of tim23-1 mutant yeast | S. cerevisiae tim23-1 growth, BacTiter-Glo luminescence, 24 h | inhibition, % at 20 µM | actives 1.3% (n = 330,000) | AID 463212;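 active means growth inhibition of the mutant yeast at or above 50%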;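 further: temperature-sensitive mutant grown at 25 °C; plate controls were DMSO-treated mutant yeast for no effect and medium wells lacking yeast for full effect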
CHOP UPR activ: apoptotic UPR (CHOP) activation; actives 0.34% (n = 330,000); CHO-CHOP luciferase reporter, luminescence; percent of tunicamycin response over DMSO baseline; activation, % at 10 µM;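 active means at 10 µM dose, activation of 40% or more, normalized to positive control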;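 further: 100% = tunicamycin at 10 µg/mL and 0% = DMSO alone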
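Assay system: CHO cells with stable CHOP pathway luciferase reporter; Buffer or medium: F12 plus 10% serum; Times: 16-18 h cell attachment, then 6 h compound exposure, 37 °C; Signal: luciferase luminescence; Read-out basis: percent activation relative to tunicamycin control; Control set: tunicamycin high control, DMSO low control.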
APJ agonist: agonists of human APJ apelin receptor | P35414 | CHO-K1 APJ PathHunter beta-arrestin, luminescence; 0% DMSO wells, 100% apelin | activation, % at 20 µM | actives 0.11% (n = 330,000) | AID 2520;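 active means activation more than six SD over the plate average, tested at 20 µM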;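 further: 0% = DMSO alone and 100% = apelin-13 at 10 nM; some results filed as inactive read as strong as hits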
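Test system: CHO-K1 APJ beta-arrestin complementation cell line. Amount: cell density 1000 per well. Controls: DMSO negative, 10 nM Apelin-13 positive. Signal: luminescent beta-gal fragment complementation, chemiluminescent substrate. Read-out basis: agonist-driven arrestin binding to APJ. Timing: compound stimulation 90 min at 25 °C, detection 60 min.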
NR3A LBD binder: modulates the human NR3A ligand-binding domain; NR3A LBD differential scanning fluorimetry, Tm shift; 0% = protein alone, 100% = glycine-bound protein; Tm shift relative to glycine control, % at 25 µM; actives 2.5% (n = 340,000); AID 1259313;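 active means melting temperature shift of at least 10% of the positive control shift, at one fixed dose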
tim10-1 inh: growth inhibitors of tim10-1 mutant yeast; S. cerevisiae tim10-1 ts strain growth, BacTiter-Glo, 24 h; inhibition, % at 20 µM; actives 2.2% (n = 330,000);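 active means inhibition of at least 40%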;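 further: mutant grown at 25 °C; 0% = DMSO wells with yeast and 100% = wells holding no yeast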
Mdm2-MdmX inh: human Mdm2/MdmX binding inhibition; actives 3% (n = 330,000); O15151+Q00987; SaOS-2 split-luciferase Mdm2/MdmX complementation, luminescence; inhibition, % at 8 µM;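 active means inhibition of at least 50% at 8 µM in the primary screen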
Target sequence (O15151 whole entry, looked up): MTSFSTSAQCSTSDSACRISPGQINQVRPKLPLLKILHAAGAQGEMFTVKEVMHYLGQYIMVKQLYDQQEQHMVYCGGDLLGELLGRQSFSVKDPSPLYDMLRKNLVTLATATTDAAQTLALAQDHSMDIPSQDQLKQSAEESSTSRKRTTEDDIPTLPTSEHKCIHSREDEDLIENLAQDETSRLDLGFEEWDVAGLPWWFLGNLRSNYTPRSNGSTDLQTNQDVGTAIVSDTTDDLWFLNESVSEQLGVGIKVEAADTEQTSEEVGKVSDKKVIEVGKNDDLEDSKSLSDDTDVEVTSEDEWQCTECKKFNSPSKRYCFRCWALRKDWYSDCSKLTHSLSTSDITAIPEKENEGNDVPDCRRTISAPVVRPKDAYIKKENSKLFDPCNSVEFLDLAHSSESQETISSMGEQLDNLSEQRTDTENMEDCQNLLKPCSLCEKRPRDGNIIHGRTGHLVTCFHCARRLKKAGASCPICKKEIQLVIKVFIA
Target sequence (Q00987 whole entry, looked up): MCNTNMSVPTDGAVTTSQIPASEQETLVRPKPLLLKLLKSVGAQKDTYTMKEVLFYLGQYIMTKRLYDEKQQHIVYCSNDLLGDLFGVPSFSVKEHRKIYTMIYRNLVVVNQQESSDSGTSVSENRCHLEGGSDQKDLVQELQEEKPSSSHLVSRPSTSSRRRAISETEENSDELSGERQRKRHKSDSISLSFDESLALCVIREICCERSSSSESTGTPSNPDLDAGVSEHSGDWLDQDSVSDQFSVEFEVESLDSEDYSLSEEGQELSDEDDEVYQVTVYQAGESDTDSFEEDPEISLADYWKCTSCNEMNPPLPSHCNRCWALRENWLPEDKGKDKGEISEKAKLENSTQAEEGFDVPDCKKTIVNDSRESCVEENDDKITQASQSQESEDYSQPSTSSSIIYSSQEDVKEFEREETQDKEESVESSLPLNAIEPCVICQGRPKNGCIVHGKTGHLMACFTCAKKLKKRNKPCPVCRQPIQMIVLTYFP
NLRP3 yeast inh: blocks the NALP3 inflammasome reconstituted in yeast | Yeast reconstituted NLRP3/ASC/caspase-1, beta-gal luminescence, 24 h | inhibition, % at 10 µM | actives 0.39% (n = 330,000);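 active means inhibition of 50% or more; inactive means inhibition below 50%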;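 further: plate controls were induced DMSO wells for no effect and uninduced yeast grown without galactose for full effect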
Numbers without * were called inactive.

Screening Cc1cc(C)n(C(=O)c2ccncc2)n1 returned TIM10 inh -1, UPR XBP1 act 1, tim23-1 inh 1, CHOP UPR activ -2.2, APJ agonist -4, tim10-1 inh -17, Mdm2-MdmX inh -8 and NLRP3 yeast inh 8.
For Cc1ccc(C(=O)NCCCNc2ccc(C(F)(F)F)cc2[N+](=O)[O-])cc1 the results were TIM10 inh 3, UPR XBP1 act 0, tim23-1 inh 18, CHOP UPR activ 4.0, APJ agonist 2, NR3A LBD binder -3, tim10-1 inh 8, Mdm2-MdmX inh -17 and NLRP3 yeast inh 11.
`COc1ccc(Cl)cc1NC(=O)CN(C)C(=O)c1cn(-c2ccccc2)nc1-c1cccnc1` gave TIM10 inh 8, UPR XBP1 act -4, tim23-1 inh 24, CHOP UPR activ -0.6, APJ agonist 1, NR3A LBD binder -6, tim10-1 inh 15, Mdm2-MdmX inh 22 and NLRP3 yeast inh 12.
`COc1cc(NC(=S)NC(=O)C(C)C)ccc1NC(=O)c1cc2ccccc2o1` gave TIM10 inh -1, UPR XBP1 act 1, tim23-1 inh -7, CHOP UPR activ 1.3, APJ agonist 2, NR3A LBD binder -6, tim10-1 inh 10, Mdm2-MdmX inh 18 and NLRP3 yeast inh -2.
For Cc1ccc(-c2nc(CS(=O)(=O)CC(=O)NCc3cccc(F)c3)c(C)o2)cc1 the results were TIM10 inh -10, UPR XBP1 act -1, tim23-1 inh 7, CHOP UPR activ -0.8, APJ agonist -5, NR3A LBD binder 2, tim10-1 inh 8, Mdm2-MdmX inh 2 and NLRP3 yeast inh 5.
Screening CCOC(=O)CC1C(=O)NCCN1C1CCCC1 (stereo not given) returned TIM10 inh 6, UPR XBP1 act -2, tim23-1 inh -4, CHOP UPR activ 0.5, APJ agonist -4, NR3A LBD binder 0, tim10-1 inh 7, Mdm2-MdmX inh -22 and NLRP3 yeast inh 6.
`COc1ccccc1N1CCN(C(=O)CSc2nnc(-c3ccoc3C)o2)CC1` gave TIM10 inh 13, UPR XBP1 act -3, tim23-1 inh 22, CHOP UPR activ -2.4, APJ agonist -4, NR3A LBD binder -1, tim10-1 inh 19, Mdm2-MdmX inh -9 and NLRP3 yeast inh 12.
O=C(NNS(=O)(=O)c1ccc(Br)cc1)NC1CCCCC1 was read as TIM10 inh 3, UPR XBP1 act 1, tim23-1 inh 18, CHOP UPR activ -1.4, APJ agonist 1, NR3A LBD binder 13*, tim10-1 inh 7, Mdm2-MdmX inh -2 and NLRP3 yeast inh 14.
For COc1ccc(CCn2c(=S)[nH]c3ccc(N4CCOCC4)cc3c2=O)cc1OC the results were TIM10 inh 1, UPR XBP1 act 1, tim23-1 inh 12, CHOP UPR activ -0.1, APJ agonist 7, NR3A LBD binder 0, tim10-1 inh 16, Mdm2-MdmX inh -22 and NLRP3 yeast inh 20.
For CN1CCC(OC(=O)C23CCC(C)(C(=O)O2)C3(C)C)CC1 (stereo not given) the results were TIM10 inh 3, UPR XBP1 act 0, tim23-1 inh -10, CHOP UPR activ -0.1, APJ agonist -2, NR3A LBD binder 0, tim10-1 inh 1, Mdm2-MdmX inh 27 and NLRP3 yeast inh 20.
For Cc1ccc(S(=O)(=O)n2ccc3c2CCCC3=O)cc1 the results were TIM10 inh -2, UPR XBP1 act -1, tim23-1 inh 11, CHOP UPR activ 0.0, APJ agonist 0, NR3A LBD binder -4, tim10-1 inh 21, Mdm2-MdmX inh 37 and NLRP3 yeast inh 18.
`Cc1nc(=O)c(-c2ccccc2)c(C)n1CCCCCC(=O)O` gave TIM10 inh -2, UPR XBP1 act 2, tim23-1 inh 11, CHOP UPR activ -3.8, APJ agonist -3, NR3A LBD binder -1, tim10-1 inh 4, Mdm2-MdmX inh 19 and NLRP3 yeast inh 17.
`O=C(O)c1ccc(Oc2cccc([N+](=O)[O-])c2)cc1C(=O)O` gave TIM10 inh -3, UPR XBP1 act 2, tim23-1 inh -2, CHOP UPR activ 0.4, APJ agonist 6, NR3A LBD binder 0, tim10-1 inh -3, Mdm2-MdmX inh 18 and NLRP3 yeast inh -2.
Screening O=C(/C=C/c1cccc([N+](=O)[O-])c1)OCC(=O)N1CCOCC1 returned TIM10 inh 4, UPR XBP1 act -2, tim23-1 inh 10, CHOP UPR activ -0.8, APJ agonist -5, NR3A LBD binder 0, tim10-1 inh 2, Mdm2-MdmX inh 9 and NLRP3 yeast inh 13.
CCOC(=O)C(C)N1N=C(/C=C/c2ccc(C)cc2)CCC1=O (stereo not given) was read as TIM10 inh -4, UPR XBP1 act -1, tim23-1 inh 1, CHOP UPR activ 2.0, APJ agonist -2, NR3A LBD binder -2, tim10-1 inh 26, Mdm2-MdmX inh 11 and NLRP3 yeast inh 1.
For CCOC(=O)/C(C#N)=N/Nc1ccccc1OC the results were TIM10 inh 13, UPR XBP1 act 3, tim23-1 inh 15, CHOP UPR activ 4.7, APJ agonist 1, NR3A LBD binder -1, tim10-1 inh 16, Mdm2-MdmX inh -8 and NLRP3 yeast inh -3.
`COc1ccc2c(c1)CCc1c(C(=O)Nc3c(C)n(C)n(-c4ccccc4)c3=O)noc1-2` gave TIM10 inh -15, UPR XBP1 act -2, tim23-1 inh -2, CHOP UPR activ 0.5, APJ agonist -4, NR3A LBD binder 0, tim10-1 inh 21, Mdm2-MdmX inh 12 and NLRP3 yeast inh 14.
Screening CC(C)C[C@H](NC(=O)c1nc[nH]c1C(=O)NC1CCNCC1)C(=O)OCc1ccccc1 returned TIM10 inh -14, UPR XBP1 act -2, tim23-1 inh -6, CHOP UPR activ -1.9, APJ agonist -4, NR3A LBD binder 1, tim10-1 inh 1, Mdm2-MdmX inh 12 and NLRP3 yeast inh 5.
For COc1ccc(N2CCN(C(=O)Cc3ccc(C)cc3)CC2)cc1 the results were TIM10 inh 3, UPR XBP1 act -6, tim23-1 inh 21, CHOP UPR activ 3.2, APJ agonist -2, NR3A LBD binder 0, tim10-1 inh 6, Mdm2-MdmX inh 18 and NLRP3 yeast inh 25.
Screening COc1ccc(NC(=O)N2CCCC(C(=O)NCCc3ccccc3)C2)cc1 (stereo not given) returned TIM10 inh 1, UPR XBP1 act 1, tim23-1 inh 1, CHOP UPR activ 2.4, APJ agonist 3, NR3A LBD binder -5, tim10-1 inh -1, Mdm2-MdmX inh -27 and NLRP3 yeast inh 4.

Continued, overlapping the part above by 3 compounds.
Screening CC(C)C[C@H](NC(=O)c1nc[nH]c1C(=O)NC1CCNCC1)C(=O)OCc1ccccc1 returned TIM10 inh -14, UPR XBP1 act -2, tim23-1 inh -6, CHOP UPR activ -1.9, APJ agonist -4, NR3A LBD binder 1, tim10-1 inh 1, Mdm2-MdmX inh 12 and NLRP3 yeast inh 5.
For COc1ccc(N2CCN(C(=O)Cc3ccc(C)cc3)CC2)cc1 the results were TIM10 inh 3, UPR XBP1 act -6, tim23-1 inh 21, CHOP UPR activ 3.2, APJ agonist -2, NR3A LBD binder 0, tim10-1 inh 6, Mdm2-MdmX inh 18 and NLRP3 yeast inh 25.
Screening COc1ccc(NC(=O)N2CCCC(C(=O)NCCc3ccccc3)C2)cc1 (stereo not given) returned TIM10 inh 1, UPR XBP1 act 1, tim23-1 inh 1, CHOP UPR activ 2.4, APJ agonist 3, NR3A LBD binder -5, tim10-1 inh -1, Mdm2-MdmX inh -27 and NLRP3 yeast inh 4.
Screening COc1cc(CN2CCN(S(=O)(=O)c3ccccc3)CC2)cc(OC)c1OC returned TIM10 inh -9, UPR XBP1 act -4, tim23-1 inh 3, CHOP UPR activ 2.1, APJ agonist 0, NR3A LBD binder 0, tim10-1 inh -3, Mdm2-MdmX inh 1 and NLRP3 yeast inh 6.
`Cc1ccc(S(=O)(=O)Nc2ccc(C(=O)N3CCCC3)cc2)c(C)c1NS(C)(=O)=O` gave TIM10 inh 0, UPR XBP1 act -4, tim23-1 inh 0, CHOP UPR activ -1.4, APJ agonist 1, NR3A LBD binder -2, tim10-1 inh 1, Mdm2-MdmX inh -16 and NLRP3 yeast inh 15.
`CCSc1nc2c(c(=O)[nH]c(=O)n2C)n1C` gave TIM10 inh 0, UPR XBP1 act -2, tim23-1 inh 4, CHOP UPR activ 0.0, APJ agonist 12, NR3A LBD binder 0, tim10-1 inh 2, Mdm2-MdmX inh 10 and NLRP3 yeast inh -5.
Cc1onc(-c2ccccc2)c1C(=O)NCc1cccs1 was read as TIM10 inh 3, UPR XBP1 act -1, tim23-1 inh 8, CHOP UPR activ 0.9, APJ agonist 1, NR3A LBD binder 1, tim10-1 inh 19, Mdm2-MdmX inh 14 and NLRP3 yeast inh 0.
For CC(C)(C)C(=O)N1CCN(c2ccc([N+](=O)[O-])c(NCc3cccnc3)c2)CC1 the results were TIM10 inh -6, UPR XBP1 act 2, tim23-1 inh 7, CHOP UPR activ -1.5, APJ agonist -1, NR3A LBD binder 0, tim10-1 inh 25, Mdm2-MdmX inh 26 and NLRP3 yeast inh 16.
Screening Cc1ccc(C)c(CN2C(=O)C3CCCN3c3ccc(S(=O)(=O)N4CCOCC4)cc32)c1 (stereo not given) returned TIM10 inh 8, UPR XBP1 act 0, tim23-1 inh 13, CHOP UPR activ -0.6, APJ agonist -2, tim10-1 inh 18, Mdm2-MdmX inh 5 and NLRP3 yeast inh 7.
For COCCNc1nc(N)c([N+](=O)[O-])c(N2CCCCCC2)n1 the results were TIM10 inh 13, UPR XBP1 act 2, tim23-1 inh 7, CHOP UPR activ -2.5, APJ agonist -4, NR3A LBD binder 1, tim10-1 inh 12, Mdm2-MdmX inh 31 and NLRP3 yeast inh 18.
Screening CCc1cc2c(=O)c(-c3cscn3)coc2c(CN(C)C)c1O returned TIM10 inh 4, UPR XBP1 act 0, tim23-1 inh -3, CHOP UPR activ -0.5, APJ agonist -3, NR3A LBD binder -4, tim10-1 inh 13, Mdm2-MdmX inh 1 and NLRP3 yeast inh 10.
`Cc1c(C)c2c(OCC(=O)N3CCC(C(=O)O)CC3)cc3c(c2oc1=O)CCC(C)(C)O3` gave TIM10 inh 0, UPR XBP1 act -2, tim23-1 inh -9, CHOP UPR activ -0.4, APJ agonist -3, NR3A LBD binder -2, tim10-1 inh -11, Mdm2-MdmX inh 27 and NLRP3 yeast inh 11.
`CC(C)N(CCNC(=O)c1ccc(CS(=O)(=O)c2c(Cl)cccc2Cl)o1)Cc1ccccc1` gave TIM10 inh 5, UPR XBP1 act -2, tim23-1 inh 8, CHOP UPR activ 0.4, APJ agonist -4, NR3A LBD binder -1, tim10-1 inh 15, Mdm2-MdmX inh 22 and NLRP3 yeast inh 0.
For Cc1ccc(NC(=O)Cn2nc(C(F)(F)F)c3c2CCC3)cc1 the results were TIM10 inh -9, UPR XBP1 act -1, tim23-1 inh 5, CHOP UPR activ -0.1, APJ agonist -1, NR3A LBD binder 0, tim10-1 inh 12, Mdm2-MdmX inh 9 and NLRP3 yeast inh 21.
`CCC1CCCCN1CCCNC(=O)CSc1nc2nc(C)c(Cc3ccc(C)cc3)c(C)n2n1` (stereo not given) gave TIM10 inh 7, UPR XBP1 act -2, tim23-1 inh 13, CHOP UPR activ 2.1, APJ agonist 2, NR3A LBD binder -2, tim10-1 inh -9, Mdm2-MdmX inh 7 and NLRP3 yeast inh 16.
